Compound activity (PubChem)
EP2 modulator – modulators of human EP2 prostaglandin E2 receptor | EP2-expressing cells, cAMP HTRF FRET, PGE2 co-stimulation | 260,000 compounds, 0.83% hits | induction, % at 25 µM | AID 940 | P43116;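 active means compounds whose cAMP rise, as percent of the full-agonist control response, exceeds 60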;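 further: rat C6 glioma line stably carrying human EP2 under a CMV promoter; the protocol text gives 20 µM as final concentration; 100% = response of wells given 1 µM PGE2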
BaF3 parental – parental Ba/F3 viability inhibition as JAK2V617F counter-screen | CellTiter-Glo ATP luminescence | AID 1486 | inhibition, % at 5.6 µM | 220,000 compounds, 1.1% hits;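 active means inhibition above a per-campaign cutoff, the mean inhibition of all tested compounds plus 3 SD, cut at about 27% in these data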;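 further: 0% = DMSO wells and 100% = JAK Inhibitor I control wells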
TRPML3 agonist – agonists of human TRPML3 channel | Q8TDD5 | HEK293 TRPML3-YFP, Fluo-8 calcium fluorescence; 100% = the carbachol control signal | activation, % at 3 µM | 220,000 compounds, 0.29% hits | AID 1448;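 active means activation above its plate's cutoff, the mean activation of the plate's test wells plus 3 SD, cut at about 12% in these data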;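 further: 0% = DMSO only wells and 100% = carbachol wells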
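Test system: HEK293 cells stably carrying human TRPML3-YFP; Doses: single dose, 3 µM final nominal compound, 0.3% DMSO final; Schedule: dye loading 1 h 37 °C then 30 min ambient, 125 s read; Technique: Fluo-8 calcium fluorescence; Benchmarks: high control carbachol 87 µM, low control DMSO.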
PERK inh – human PERK inhibition, primary cell-based screen; inhibition, % at 5.6 µM; 220,000 compounds, 0.17% hits; CHO PERK-DD fusion, SEAP luminescence translation reporter;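 active means inhibition above the mean inhibition of all tested compounds plus 3 SD, set separately per screening campaign, cut at about 2.9% in these data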;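 further: PERK kinase domain activated by AP20187 dimerizer at 100 nM; 0% = DMSO with dimerizer and 100% = rapamycin at 8.4 µM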
Target sequence (Q9NZJ5 whole entry, looked up, the tested form may be a part): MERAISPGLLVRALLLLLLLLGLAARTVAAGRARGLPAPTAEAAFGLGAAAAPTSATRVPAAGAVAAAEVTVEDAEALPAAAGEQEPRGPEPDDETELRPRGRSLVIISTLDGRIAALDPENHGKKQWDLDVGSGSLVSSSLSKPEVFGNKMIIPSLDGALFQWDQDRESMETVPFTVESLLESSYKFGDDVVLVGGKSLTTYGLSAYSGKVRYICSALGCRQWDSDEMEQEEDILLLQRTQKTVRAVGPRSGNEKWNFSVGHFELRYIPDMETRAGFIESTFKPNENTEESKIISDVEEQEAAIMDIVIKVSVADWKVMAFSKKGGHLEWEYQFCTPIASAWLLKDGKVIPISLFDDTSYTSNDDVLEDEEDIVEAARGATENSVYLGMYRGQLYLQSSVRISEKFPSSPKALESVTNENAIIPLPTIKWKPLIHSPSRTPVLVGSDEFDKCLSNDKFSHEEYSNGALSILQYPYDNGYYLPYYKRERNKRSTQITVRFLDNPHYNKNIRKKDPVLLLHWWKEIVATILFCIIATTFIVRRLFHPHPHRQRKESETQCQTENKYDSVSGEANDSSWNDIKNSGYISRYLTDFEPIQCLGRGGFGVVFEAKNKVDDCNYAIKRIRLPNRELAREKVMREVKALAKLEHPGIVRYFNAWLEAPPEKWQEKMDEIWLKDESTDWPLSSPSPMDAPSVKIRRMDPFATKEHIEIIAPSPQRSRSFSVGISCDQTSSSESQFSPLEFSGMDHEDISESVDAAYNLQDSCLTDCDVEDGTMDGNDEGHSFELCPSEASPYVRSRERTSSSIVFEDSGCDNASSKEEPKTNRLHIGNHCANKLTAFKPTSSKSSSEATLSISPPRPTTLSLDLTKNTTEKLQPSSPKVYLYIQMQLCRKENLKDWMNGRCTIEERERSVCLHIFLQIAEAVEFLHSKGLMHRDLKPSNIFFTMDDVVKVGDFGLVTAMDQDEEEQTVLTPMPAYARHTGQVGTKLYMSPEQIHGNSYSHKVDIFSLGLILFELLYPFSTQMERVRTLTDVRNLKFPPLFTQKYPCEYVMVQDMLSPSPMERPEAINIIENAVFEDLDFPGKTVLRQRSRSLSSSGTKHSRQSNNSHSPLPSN
S1P4 antagonist – human S1P4 receptor antagonism | S1P4-expressing cells, antagonist mode, reporter read-out | inhibition, % at 4.98 µM | 220,000 compounds, 0.26% hits; in the data active means inhibition above about 29%;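 further: 0% = wells stimulated with agonist and 100% = vehicle wells without agonist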
S1P4 agonist – human S1P4 receptor agonism; O95977; S1P4-expressing cell line, agonist reporter assay; activation, % at 4.98 µM; 220,000 compounds, 0.35% hits; AID 1509; in the data active means activation above about 11%;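 further: 0% = DMSO vehicle and 100% = reference agonist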
Ba/F3 V617F tox – reduce viability of Ba/F3 cells dependent on JAK2V617F. inhibition, % at 5.6 µM. Ba/F3 EpoR-JAK2V617F viability, ATP luminescence. AID 1446. 220,000 compounds, 1.1% hits;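 active means inhibition above the campaign mean plus 3 SD over all tested compounds, cut at about 24% in these data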;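 further: cytokine-independent growth of Ba/F3 cells driven by EpoR plus mutant JAK2; 0% = DMSO-treated cells and 100% = JAK inhibitor I control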
zfTRPN1 agonist – activates the zebrafish TRPN1 channel; HEK293 zebrafish TRPN1-YFP, Fluo-8 calcium fluorescence; 100% = response to 87 µM carbachol; activation, % at 3 µM; 220,000 compounds, 0.18% hits;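 active means activation above its plate's cutoff, the mean activation of test wells on that plate plus 3 SD, cut at about 19% in these data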;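 further: 0% = DMSO alone and 100% = 87 µM carbachol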
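System: zebrafish TRPN1-YFP in HEK293 cells / Dosing: 3 µM single point / Timing: dye loading 1 h at 37 °C, then 30 min room temperature / Signal: Fluo-8 calcium fluorescence, excitation 470-495 nm, emission 515-575 nm / Read-out basis: percent activation from peak over basal fluorescence ratio, control-normalized / Control set: high carbachol 87 µM, low DMSO alone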
Calpain2 inh – inhibitors of pig calpain II; purified calpain II, fluorogenic peptide substrate, 30 min; inhibition, % at 16 µM; 220,000 compounds, 0.37% hits; AID 1236;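 active means inhibition above about 50%, limit read from the data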
* marks the source's active call; other numbers are inactive results; & = joins results of further samples. Random draw from the library; about 3.6% have a hit in one of these screens.

SMILES	EP2 modulator	BaF3 parental	TRPML3 agonist	PERK inh	S1P4 antagonist	S1P4 agonist	Ba/F3 V617F tox	zfTRPN1 agonist	Calpain2 inh
CC(=O)c1ccc(NC(=O)C2CCC(C)(C(=O)O)C2(C)C)cc1 (centres undefined)	39	3	0.9	1.0	3	1.9	3	1.5	6
COc1ccc(/C=N/Nc2nc3ccccc3[nH]2)cc1OC	-81	0	0.2	-1.0	0	1.7	0	-0.5	0
CCC1(c2ccccc2)NC(=O)N(CC(=O)Nc2ccc3c(c2)OCO3)C1=O (centres undefined)	-8	5	2.3	0.2	-8	0.7	0	3.2	-38
CC(NC(=O)Nc1ccc2c(c1)OCO2)c1ccncc1 (centres undefined)	4	7	-0.4	-0.1	-15	1.7	4	-1.6	-26
CCCn1c(=O)c(C(=O)Nc2ncccc2C)c(O)c2ccccc21	8	1	0.6	0.5	4	-0.9	-6	-0.6	-85
CCO[C@@H]1OC(C(=O)NCc2ccccc2)=C[C@H](c2ccc(Br)cc2)[C@H]1CCCO	-7	-1	-0.3	1.3	10	-2.2	-3	0.4	11
CC(NC(=O)Nc1ccc(O)cc1)(C(F)(F)F)C(F)(F)F	-1	5	0.3	0.1	0	1.0	0	0.4	-8
O=C(NC(=S)Nc1ccccc1N1CCCC1)c1cccc(F)c1	-26	3	2.0	-0.2	2	1.5	-1	2.1	29
C=CCn1c(=NC(=O)c2cccs2)sc2cc(NC(C)=O)ccc21	25	-4	0.8	0.8	11	-1.2	-3	0.9	-225
COc1ccc(/C(O)=C2/C(=O)C(=O)N(Cc3cccnc3)C2c2ccco2)cc1OC (centres undefined)	13	1	0.3	-0.5	-5	2.0	-2	0.8	34
O=C1CCCC2=C1C(c1ccc(Br)cc1)c1c([nH]c(=S)[nH]c1=O)N2 (centres undefined)	22	4	0.6	2.1	-20	-0.2	-3	-0.2	4
CN(C)S(=O)(=O)c1ccc(C(=O)Nc2ccccc2F)cc1	14	3	1.2	1.1	-3	0.8	0	0.8	14
O=C(NNC1=Nc2cccc3cccc1c23)c1ccccc1Br	-24	8	0.6	-0.1	-11	0.7	-3	-0.1	25
CC(C)(C)OC(=O)NC(Cc1ccccc1)C(=O)NCCCC(=O)O (centres undefined)	26	-3	0.9	1.4	-17	-0.8	-3	1.4	-17
CC(C)CCCC(C)CCOC(=O)CN1CCCC1 (centres undefined)	3	-2	0.9	1.9	-2	1.0	0	1.1	5
CC(C)NC(=O)NC(=O)COC(=O)CCOc1ccccc1	30	3	0.0	-0.2	-16	-1.8	0	-0.3	12
O=C(N/N=C/c1ccccc1)c1c(O)c2ccccc2[nH]c1=O	10	1	0.2	0.8	7	0.1	-2	0.8	-46
O=C(N/N=C/c1ccco1)C1CC(=O)N(c2ccccc2)C1 (centres undefined)	-7	7	-0.2	0.3	-14	2.2	0	-1.5	24
Cc1ccc(Oc2nccc(-c3ccc(Cl)cc3)n2)cc1	35	1	-0.6	0.9	12	0.0	-3	-1.2	-5
CCOC(=O)C1=C(CSc2nc3c(cc2C#N)CCC3)OC(N)=C(C#N)C1c1ccccc1 (centres undefined)	22	7	2.3	-0.6	0	-0.1	-2	4.7	-40
Cc1cccc(OCCCn2c(CCNC(=O)C(C)C)nc3ccccc32)c1	30	8	-0.1	0.6	0	0.8	0	0.1	-9
O=C(Nc1c(C(=O)NCc2ccco2)cnn1-c1ccccc1)c1cccc(F)c1	30	2	0.4	0.0	-6	0.4	-2	-0.7	-11
CN1CCN(C(=S)Nc2cccc(S(=O)(=O)N(C)C)c2)CC1	6	4	0.7	0.8	9	-0.9	3	1.1	7
COC(=O)N/N=C/c1cccs1	20	7	0.8	0.3	-11	1.4	-1	0.0	13
Cc1cc(NC(=O)CSc2cn(C)c3ccccc23)no1	11	6	-0.6	1.4	-2	-0.4	-3	-0.8	2

Compound profiles (already shown):
CC(=O)c1ccc(NC(=O)C2CCC(C)(C(=O)O)C2(C)C)cc1 (centres undefined) as listed: EP2 modulator: 39; BaF3 parental: 3; TRPML3 agonist: 0.9; PERK inh: 1.0; S1P4 antagonist: 3; S1P4 agonist: 1.9; Ba/F3 V617F tox: 3; zfTRPN1 agonist: 1.5; Calpain2 inh: 6
CN(C)S(=O)(=O)c1ccc(C(=O)Nc2ccccc2F)cc1 as listed: EP2 modulator: 14; BaF3 parental: 3; TRPML3 agonist: 1.2; PERK inh: 1.1; S1P4 antagonist: -3; S1P4 agonist: 0.8; Ba/F3 V617F tox: 0; zfTRPN1 agonist: 0.8; Calpain2 inh: 14

More structures.
SMILES	EP2 modulator	BaF3 parental	TRPML3 agonist	PERK inh	S1P4 antagonist	S1P4 agonist	Ba/F3 V617F tox	zfTRPN1 agonist	Calpain2 inh
N#Cc1ccc(/C=C/C(=O)c2cccnc2)cc1	-8	1	1.2	1.1	44*	0.6	-1	0.5	-16
O=c1c2ccccc2nc(N2CCN(c3ccccc3)CC2)n1Cc1ccccc1	45	3	-0.5	-1.3	-4	-1.7	1	-0.7	9
Cc1noc(NS(=O)(=O)c2ccc(NC(=O)c3ccc(Br)o3)cc2)c1C	-27	4	0.1	1.1	-20	0.2	-3	1.0	17
Cc1c(C(=O)Nc2cccc(N(C)S(C)(=O)=O)c2)cccc1[N+](=O)[O-]	-27	4	0.9	-0.1	1	0.5	1	2.2	38
CC(C)CC(COCc1cccc(Cl)c1)N1CCN(C(=O)c2cccc(C(F)(F)F)c2)CCC1=O (centres undefined)	39	7	-0.8	-0.8	14	0.2	4	-1.9	31
COC(=O)c1ccccc1S(=O)(=O)Nc1ccc2cn[nH]c2c1	10	5	0.6	0.1	6	0.9	1	1.1	-23
O=C(Nc1ccc(Oc2ccccc2)cc1)c1ccc(Cn2c(=O)[nH]c3ccsc3c2=O)cc1	2	6	0.2	0.6	-9	4.0	-1	-0.7	-15
CCOc1ccc2[nH]c(=O)c(C(c3nnnn3C3CCCCC3)N3CCN(C)CC3)cc2c1 (centres undefined)	2	6	1.5	-0.2	-12	-0.8	1	0.9	-88
CC1=C(C)C(=O)C(CCCCC#CCCCC#CCO)=C(C)C1=O	-1&11	4	1.5	-0.7	-5	1.3	3	1.9	16
Nc1nc(-c2ccccc2)[nH]c(=O)c1N	-10	6	-0.1	-1.7	-11	0.6	4	-0.2	-7
CCc1ccc(/C=C2\SC(=S)N(CCC(=O)NC3=NCCS3)C2=O)cc1	13	-2	0.4	1.2	-26	1.6	-2	-0.2	-15
CC1=C(C#N)C(c2ccc(O)cc2)C(C#N)=C(C)N1	-5	3	1.1	0.5	-2	0.7	-3	1.7	-2
Cc1oc(-c2ccccc2)nc1C(=O)N1CCN(c2ccc(F)cc2)CC1	-23	-1	-0.5	0.8	-16	2.2	-1	-1.5	28
NC(N)=NN=C1CCCCCCCCCCC1	-27	22	1.1	-1.2	14	-0.8	49*	1.9	-17
Cc1ccc(N(CC(=O)N2CCn3c2nc2ccccc23)S(=O)(=O)c2c(C)n[nH]c2C)cc1	-1	1	-0.6	-0.2	-15	0.0	-3	-1.4	-2
Cc1ccc(C)c(NC(=O)C2CC3c4ccccc4C2c2ccccc23)c1 (centres undefined)	-30	2	-0.6	0.9	-5	2.2	0	0.0	8
O=C(NCc1cccnc1)/C(=C/c1ccco1)NC(=O)c1ccccc1	26	3	0.7	1.4	-7	0.6	-4	0.8	5
COC(=O)c1ccc(NC(=O)c2ccc(N(C)S(C)(=O)=O)cc2)cc1	-6	6	3.3	0.1	3	-0.1	-3	11	33
COc1ccc(-c2cc(Nc3ccccc3NC(=O)C(F)(F)F)n(CCC#N)n2)cc1	5	4	1.3	0.3	5	-0.2	-1	0.8	-5
COC(=O)c1ccc(C(=O)OC)c(NC(=O)CN(c2ccc3c(c2)OCO3)S(C)(=O)=O)c1	-11	-1	0.3	-1.4	-13	-3.4	-2	-0.8	30
CC(=O)c1ccc(N2CCN(C(=O)Cc3n[nH]c(=O)c4ccccc34)CC2)cc1	-16	2	0.4	0.7	-17	2.7	-2	0.0	-15
COc1cccc(C(=O)NCc2ccccc2OC)c1	1	-2	0.0	0.6	-6	-0.9	-3	1.1	-7
NC(Cc1cccc2nsnc12)C(=O)O (centres undefined)	-6	1	0.3	0.9	-10	0.9	5	1.1	-32
CC1(c2ccc(OC(F)F)cc2)NC(=O)N(CC(=O)Nc2ccc3c(c2)OCO3)C1=O (centres undefined)	-35	7	26*	-0.2	-29	-1.3	-1	30*	-14
Cc1ccc(SCCNC(=O)c2ccc(C)c([N+](=O)[O-])c2)cc1	-15	3	-1.2	1.0	-16	-1.8	-2	-1.1	20
Cc1cc(C(=O)OCC(=O)N2CCc3ccccc32)c(C)o1	21	0	0.7	0.1	-11	-1.6	-6	0.4	-4
COC(=O)COc1ccc(S(=O)(=O)NCc2cccnc2)cc1	13	-1	1.3	0.6	-17	1.4	0	0.2	1
OC(COc1ccc2c(c1)CCC2)CN1CCN(c2ccccc2F)CC1 (centres undefined)	-43	6	0.3	0.0	6	-1.2	0	-0.3	33
N#Cc1ccc(C(=O)N2CCN(S(=O)(=O)c3ccc(Br)s3)CC2)cc1	-14	9	1.2	-0.8	-6	2.5	0	0.9	-40

No new results follow: entries from further up.
SMILES	EP2 modulator	BaF3 parental	TRPML3 agonist	PERK inh	S1P4 antagonist	S1P4 agonist	Ba/F3 V617F tox	zfTRPN1 agonist	Calpain2 inh
CN(C)S(=O)(=O)c1ccc(C(=O)Nc2ccccc2F)cc1	14	3	1.2	1.1	-3	0.8	0	0.8	14
O=C(NNC1=Nc2cccc3cccc1c23)c1ccccc1Br	-24	8	0.6	-0.1	-11	0.7	-3	-0.1	25
CC(C)(C)OC(=O)NC(Cc1ccccc1)C(=O)NCCCC(=O)O (centres undefined)	26	-3	0.9	1.4	-17	-0.8	-3	1.4	-17
CC(C)CCCC(C)CCOC(=O)CN1CCCC1 (centres undefined)	3	-2	0.9	1.9	-2	1.0	0	1.1	5
CC(C)NC(=O)NC(=O)COC(=O)CCOc1ccccc1	30	3	0.0	-0.2	-16	-1.8	0	-0.3	12
O=C(N/N=C/c1ccccc1)c1c(O)c2ccccc2[nH]c1=O	10	1	0.2	0.8	7	0.1	-2	0.8	-46
O=C(N/N=C/c1ccco1)C1CC(=O)N(c2ccccc2)C1 (centres undefined)	-7	7	-0.2	0.3	-14	2.2	0	-1.5	24
Cc1ccc(Oc2nccc(-c3ccc(Cl)cc3)n2)cc1	35	1	-0.6	0.9	12	0.0	-3	-1.2	-5
CCOC(=O)C1=C(CSc2nc3c(cc2C#N)CCC3)OC(N)=C(C#N)C1c1ccccc1 (centres undefined)	22	7	2.3	-0.6	0	-0.1	-2	4.7	-40
Cc1cccc(OCCCn2c(CCNC(=O)C(C)C)nc3ccccc32)c1	30	8	-0.1	0.6	0	0.8	0	0.1	-9
O=C(Nc1c(C(=O)NCc2ccco2)cnn1-c1ccccc1)c1cccc(F)c1	30	2	0.4	0.0	-6	0.4	-2	-0.7	-11
CN1CCN(C(=S)Nc2cccc(S(=O)(=O)N(C)C)c2)CC1	6	4	0.7	0.8	9	-0.9	3	1.1	7
COC(=O)N/N=C/c1cccs1	20	7	0.8	0.3	-11	1.4	-1	0.0	13
Cc1cc(NC(=O)CSc2cn(C)c3ccccc23)no1	11	6	-0.6	1.4	-2	-0.4	-3	-0.8	2
